Screens from PubChem.
RBX1-CUL1 inh: blocks human RBX1-Cullin-1 di-ubiquitin formation. 140,000 tested, 0.6% active. in vitro K48 di-Ub FRET, acceptor:donor ratio, 45 min. P62877+Q13616. inhibition, % at 10 µM. AID 1347404; in the data active means inhibition above about 25%
Target sequence (P62877 whole entry, looked up): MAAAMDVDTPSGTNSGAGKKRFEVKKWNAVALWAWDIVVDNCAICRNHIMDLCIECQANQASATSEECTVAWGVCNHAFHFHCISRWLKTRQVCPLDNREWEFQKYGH
Target sequence (Q13616 whole entry, looked up): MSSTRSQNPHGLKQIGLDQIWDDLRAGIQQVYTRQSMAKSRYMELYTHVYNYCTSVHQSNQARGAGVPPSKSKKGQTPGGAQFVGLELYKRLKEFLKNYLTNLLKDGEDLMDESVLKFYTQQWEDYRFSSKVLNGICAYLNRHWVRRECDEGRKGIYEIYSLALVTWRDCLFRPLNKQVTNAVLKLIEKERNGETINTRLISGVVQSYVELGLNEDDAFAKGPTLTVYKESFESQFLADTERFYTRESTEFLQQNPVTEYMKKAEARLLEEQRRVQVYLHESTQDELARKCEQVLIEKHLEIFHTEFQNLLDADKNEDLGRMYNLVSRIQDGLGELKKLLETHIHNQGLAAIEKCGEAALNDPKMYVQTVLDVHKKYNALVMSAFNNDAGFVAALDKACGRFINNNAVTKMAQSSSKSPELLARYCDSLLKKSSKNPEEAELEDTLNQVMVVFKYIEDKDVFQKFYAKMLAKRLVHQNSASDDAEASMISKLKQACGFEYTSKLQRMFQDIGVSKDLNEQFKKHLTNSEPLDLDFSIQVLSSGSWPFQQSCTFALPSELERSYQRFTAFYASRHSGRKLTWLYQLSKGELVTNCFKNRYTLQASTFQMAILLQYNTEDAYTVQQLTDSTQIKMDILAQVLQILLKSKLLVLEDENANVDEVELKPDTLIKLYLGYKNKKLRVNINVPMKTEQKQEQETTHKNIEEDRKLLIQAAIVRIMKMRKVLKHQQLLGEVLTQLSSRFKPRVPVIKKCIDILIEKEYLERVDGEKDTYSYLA
* hit, by the source's call. Some of the compounds tested (hit frequency here may not be typical).

SMILES	RBX1-CUL1 inh
Cc1cc(C(F)(F)F)nn1Cc1n[nH]c(=S)n1-c1cccc(Cl)c1	-0.8
COc1ccc(NC(=O)c2cc(OC)c(OC)c(OC)c2)cc1OC	0.6
Cc1ccc(CN2CCCN(CC(=O)Nc3ccc(C)cc3C)S2(=O)=O)cc1	13.2
Cc1ccc(C(=O)NC2CCN(Cc3ccccc3)CC2)s1	-1.7
CC(C)(C)c1ccc(C(=O)CSc2nnc(-c3ccncc3)o2)cc1	-1.4
CCc1cc2c(cc3c(=O)n(CC(=O)NCCOC)nc(CC)n32)s1	-1.6
CCC(NC(=O)CCC1(Cc2ccc(-c3ccccc3)cc2)CCC(=O)N1)c1cccs1 (stereo unspecified)	2.1
COc1cc2ccccc2cc1C(=O)Nc1ccc2oc(-c3ccc(F)cc3Cl)nc2c1	-3.8
COC(=O)c1ccc(-c2c(Cl)nc(NCc3ccc4c(c3)OCO4)c(=O)n2-c2ccccc2)cc1	7.6
CCc1ccccc1NC(=O)c1cc2sc(Cl)cc2n1CC	11.2

The last 5 entries of the part before are carried over, then new ones follow.
SMILES	RBX1-CUL1 inh
CCc1cc2c(cc3c(=O)n(CC(=O)NCCOC)nc(CC)n32)s1	-1.6
CCC(NC(=O)CCC1(Cc2ccc(-c3ccccc3)cc2)CCC(=O)N1)c1cccs1 (stereo unspecified)	2.1
COc1cc2ccccc2cc1C(=O)Nc1ccc2oc(-c3ccc(F)cc3Cl)nc2c1	-3.8
COC(=O)c1ccc(-c2c(Cl)nc(NCc3ccc4c(c3)OCO4)c(=O)n2-c2ccccc2)cc1	7.6
CCc1ccccc1NC(=O)c1cc2sc(Cl)cc2n1CC	11.2
O=C(c1ccc(S(=O)(=O)N2CCCCC2)cc1)N1CCN(c2ccccc2F)CC1	11.0
O=C1CC2C(CC(OC(=O)c3ccc(-c4ccccc4)cc3)C2/C=C/C2(COc3cccc(Cl)c3)OCCO2)O1 (stereo unspecified)	-6.7
CCOCN(C(=O)Cn1c(CCCO)nc2ccccc21)c1c(C)cccc1CC	-1.8
Cc1ccc2sc(N(Cc3cccnc3)C(=O)C3COc4ccccc4O3)nc2c1C (stereo unspecified)	8.3
N#CCSc1nc2ccccc2s1	1.7
CC(C)c1cc(C(=O)N2CCC(n3cc(-c4ccccn4)nn3)CC2)n[nH]1	-0.1
CCC(C)C(=O)Nc1ccc(S(=O)(=O)N2CCC(C)CC2)cc1 (stereo unspecified)	-7.3
Cc1ccccc1C(=O)C1C(=O)c2ccccc2N(C)C1=O (stereo unspecified)	-3.1
COC(=O)[C@@H]1C[C@H](C(=O)NCc2ccccn2)[C@H](c2cccc(F)c2F)N1C	-5.0
Cc1nn2c(=O)cc(COC(=O)c3ccc(NC(=O)c4cccs4)cc3)nc2s1	-3.7
O=C(NCCSc1ccccc1)c1ccc2ccccc2n1	5.4
O=C(Oc1ccc(S(=O)(=O)c2ccc(OC(=O)c3ccc(F)cc3)cc2)cc1)c1ccc(F)cc1	0.1
CCOc1ccccc1CNC(=O)c1sc2ncccc2c1-n1cccc1	3.6
O=c1c(-c2nc(-c3ccccc3)c(-c3ccccc3)[nH]2)coc2c(Cl)cc(Cl)cc12	9.3
CC(=O)c1cc(Cl)ccc1Sc1cccc(F)c1	-5.1
O=C(O)C1C2CCC(O2)C1C(=O)Nc1cccc(O)c1 (stereo unspecified)	-5.1
COc1ccc(C(=O)N2CCOC(CCc3ccccc3)C2)c(OC)c1 (stereo unspecified)	1.1
Cc1ccc(NS(=O)(=O)c2ccc3c(c2)n(C)c(=O)n3C)cc1C	0.1
O=c1[nH]c2sc3c(c2c(=O)n1-c1ccc(Cl)c(Cl)c1)CCCC3	-0.2
Cc1cc(C)n(CCCN(C)Cc2cccc(-c3nc(C)c(F)c(=O)[nH]3)c2)n1	-1.5

In the list so far, these contain two or more sulfur atoms:
SMILES	RBX1-CUL1 inh
N#CCSc1nc2ccccc2s1	1.7
Cc1nn2c(=O)cc(COC(=O)c3ccc(NC(=O)c4cccs4)cc3)nc2s1	-3.7

(more compounds)
SMILES	RBX1-CUL1 inh
CCC(=O)N[C@@H]1c2ccccc2C2(CCN(Cc3ccc(OC)c(C)c3OC)CC2)[C@H]1OCCOC	10.0
CCn1c(C(C)(C)C)cn2c3c(=O)n(C)c(=O)n(C)c3nc12	-17.2
Cc1ccc(OCC(=O)Nc2ccc3nc(SCc4ccccc4)sc3c2)cc1	-0.7
CCCCN(CCCC)C(=O)C1CCN(S(=O)(=O)c2cccc3nsnc23)CC1	-17.6
Cc1ccc(-n2c(=O)c3ccc(C(=O)NCc4ccccc4Cl)cc3n(CC(=O)Nc3cccc(Cl)c3)c2=O)cc1	-6.5
CCCc1c(C)nc(N2CCN(c3ccccc3)CC2)[nH]c1=O	5.6
COc1ccccc1C1CC(=O)Nc2c1c(=O)n(C)c(=O)n2C (stereo unspecified)	3.1
Cc1ccc(Cl)cc1NC(=O)c1sc2nc(C)c(C)c(C)c2c1N	-7.6
CSc1ncc(N/N=C\c2ccccc2)cn1	-4.2
CN(C)S(=O)(=O)c1cccnc1OCC(O)CNC(C)(C)C (stereo unspecified)	-5.4
N#CC1C(=N)Oc2c(c(C(F)(F)F)nn2-c2ccccc2)C1c1cc(Br)ccc1F (stereo unspecified)	3.1
CCc1ccc(OCC(O)CN2CCN(Cc3ccccc3)CC2)cc1 (stereo unspecified)	-3.0
O=C(c1csnn1)N1CCOC(CCCc2ccccc2)C1 (stereo unspecified)	0.6
CCC(=O)N1CCc2cc(S(=O)(=O)CCC(=O)N3CCN(c4ccccc4F)CC3)ccc21	2.8
CC(=O)Nc1nc(COc2ccc3ccccc3c2)cs1	3.0
O=C(Cc1cccs1)N1CCc2cc(S(=O)(=O)N3CCOCC3)ccc21	5.7
Cc1cccc(N(Cc2cc3ccccc3[nH]c2=O)C(=O)c2cccc(Cl)c2)c1	0.0
C=CCN(C(C)=O)c1nc(-c2ccccc2)c(-c2ccccc2)s1	-1.9
Cc1ccc(Cn2c(=O)n(Cc3ccccc3Cl)c(=O)c3ccccc32)cc1	1.3
COc1ccc(Cc2c(C)nn(-c3nc(C)c(C(=O)Nc4ccc(C)cc4C)s3)c2C)cc1	-9.3
CCOC(=O)c1cc2c(=O)n3ccccc3nc2n(CCCOC)c1=NC(=O)c1cc2ccccc2o1	2.4
CCOC(=O)c1c(NC(=O)COc2ccccc2)sc(C(C)=O)c1C	-4.4
Cc1nc2ncnn2c(C)c1CCC(=O)NCc1ccccc1Cl	-11.6
Cc1ccc(Cl)cc1NC(=O)N1CCC(CN2CCc3ccccc3C2)CC1	-3.1
Cc1cc(C)c(C(=O)N2CCCC(CNS(=O)(=O)N(C)C)C2)o1 (stereo unspecified)	5.4
COc1cccc([C@@H](C)NC(=O)C2CCN(c3nc(C)c4ccc(S(C)(=O)=O)cc4n3)CC2)c1	-6.5
O=C(COc1ccc(Br)cc1Br)N1CCN(c2ccc(F)cc2)CC1	-7.0
COCCN1C(=O)NC(Cc2cccc(F)c2)(C2CCN(C(=O)c3sccc3C)CC2)C1=O (stereo unspecified)	0.9
COc1ccc(CCNC(=O)c2ccc3c(c2)N(Cc2ccc(F)cc2)C(=O)c2ccccc2S3(=O)=O)cc1OC	0.9
c1ccc2[nH]c(CN3CCCCC3)nc2c1	10.1
COc1ccc(-c2nc(Cn3c(SCc4ccc(C)cc4)nc4cccnc43)c(C)o2)cc1OC	-15.8
Cc1ccc(NC(=O)CN2C(=O)COc3ccc(S(=O)(=O)Nc4ccccc4)cc32)c(C)c1	-12.2
C/C(=N/NC(=O)CC1N=C(Cc2ccccc2)NNC1=O)c1ccco1 (stereo unspecified)	-8.5
NC(=O)c1cccnc1Nc1cccc(F)c1	-3.6
CCCCNC1Cc2cc(Cl)ccc2Sc2ccccc21 (stereo unspecified)	-3.8
CCc1noc(C)c1C(=O)N1CCCN(C)CC1	3.2
CCc1ccc(-n2c(=O)c3c4c(sc3n(CC(=O)NCCCOC)c2=O)CCCC4)cc1	-0.1
Brc1cccc(-c2cc(-c3cccc(Br)c3)cc(-c3cccc(Br)c3)c2)c1	-6.6
CC(=O)Nc1ccc(NC(=O)c2ccc3c(c2)N(Cc2cccc(Cl)c2)C(=O)c2ccccc2S3=O)cc1 (stereo unspecified)	-0.6
CCCn1cc(CN2CCc3onc(-c4cccc(F)c4)c3C2)c(C)n1	6.3
C=CCNC(=O)c1ccccc1NC(=O)c1ccco1	-3.7
Cc1ccc(O)c(NC(=O)c2noc3c2CCCCC3)c1	-5.0
CC(C)NCC(O)COc1ccccc1 (stereo unspecified)	-6.8
CCN(CC1CCN(C2CCN(C)CC2)CC1)C(=O)CCc1ccccn1	-4.2
CCc1ccc(C2c3c(n[nH]c3C(C)C)OC(=N)C2C#N)cc1 (stereo unspecified)	-5.9
CNS(=O)(=O)c1ccc(NC(=O)c2nc3nc(C)cc(C(F)F)n3n2)cc1	3.9
COc1ccc(C(=O)c2ccc(C)cc2)cc1	-9.1
N#CC1C(=N)Oc2ccc3ccc(O)cc3c2C1c1ccc(Cl)cc1 (stereo unspecified)	-7.2
O=C(O)CSCC(=O)Nc1nccs1	-17.6
COc1ccccc1C(=O)N1CCCCC1CCN1CCOCC1 (stereo unspecified)	-1.9

(next part)
SMILES	RBX1-CUL1 inh
Cc1ncc2c(c1CNC(=O)c1cncs1)CCN(C(=O)C13CC4CC(CC(C4)C1)C3)C2	-0.3
CCN(C(=O)CSc1nc2ccccc2n1CC(=O)NCc1ccc(OC)cc1)c1ccccc1	-8.3
Cc1ccc(CSc2nc3ccccc3n2C(=O)c2cccs2)cc1	-6.0
COC(=O)c1cc2oc3ccccc3c2n1CC(=O)Nc1ccc(C)c(F)c1	1.0
Cc1cc(C)cc(C(=O)N2CCN(Cc3ccco3)CC2)c1	0.9
Cc1ccc(-c2nc(CS(=O)CC(=O)NCCc3ccc(Cl)cc3)c(C)o2)cc1 (stereo unspecified)	-3.0
Cc1ccc(S(=O)(=O)NCc2nc3nc(C)cc(C)n3n2)c(C)c1	-0.7
O=C(CSc1nnc2sc3ccccc3n12)Nc1c(Cl)cc(Cl)cc1Cl	8.6
Cc1cc(C)c(NC(=O)C(C)n2c(=O)cc(C)c3c(C)nn(-c4ccccc4)c32)c(C)c1 (stereo unspecified)	4.1
COc1ccc(Br)cc1CNC(=O)c1cc2c(=O)n(C)c3ccccc3c2s1	3.5
NC1=NN(c2cccc(C(=O)O)c2)CC1	-9.5
CC(C)(CO)Nc1nc2nonc2nc1N1CCCCCC1	4.8
O=C(Nc1ccccc1)c1cccc(S(=O)(=O)N2CCN(c3ccccc3)CC2)c1	-3.7
COc1cc(OC)c(C(=O)NCC(C)C)cc1OC	8.5
CCn1cc(C(=O)OCC(=O)Nc2cc(OC)cc(OC)c2)c(=O)c2ccc(C)nc21	8.2
Cc1ccc2cccc(NC(=O)c3ccc(-c4cccc(Cl)c4Cl)o3)c2n1	0.0
Cc1ccccc1-c1cnnc(N(C)Cc2nc3c(C)cccc3[nH]2)n1	2.0
CCc1nnc(SCc2ccc(F)cc2Cl)c2cc3sc(C)cc3n12	0.7
Cc1ccc(C)c(Cn2c(=O)n(CCCCCC(=O)NCc3ccc4c(c3)OCO4)c(=O)c3sccc32)c1	4.8
O=C(c1ccccc1Cl)N1CCCCC1CCN1CCOCC1 (stereo unspecified)	-6.9
CCOc1ccc(NC(=O)c2c(NCc3cccnc3)sc3c2CCC(C)C3)cc1 (stereo unspecified)	-0.2
Cn1ncc(N2CCN(Cc3ccc4c(c3)CCO4)CC2)cc1=O	4.4
N#Cc1ncc(-c2ccc3c(c2)OCCOCCOCCOCCOCCO3)nc1C#N	-3.3
CCc1ccc(NC(=O)N2CCN(S(C)(=O)=O)CC2)cc1	2.8
Cc1cc2c(cc1C)CN(c1cccc(C(=O)N/N=C/c3ccc(O)cc3O)c1)C2	-0.9
Cc1ccc2c(c1)CC(O)c1ccccc1S2 (stereo unspecified)	-1.1
COc1cc(OC)c(NC(=O)C(C)n2c(=O)cc(-c3ccccc3)c3c(C)nn(C)c32)cc1Cl (stereo unspecified)	-3.9
COc1cccc(C=Nc2cc([N+](=O)[O-])ccc2F)c1O	5.7
CCCCCC(=O)Nc1scc(-c2ccc(OC)c(OC)c2)c1C(=O)OCC	1.7
CCOC(=O)C(=[N+]=[N-])C(=O)CN1C(=O)c2ccccc2C1=O	9.4

Looked up one by one from above:
SMILES	RBX1-CUL1 inh
CCOC(=O)C(=[N+]=[N-])C(=O)CN1C(=O)c2ccccc2C1=O	9.4
Cc1cc2c(cc1C)CN(c1cccc(C(=O)N/N=C/c3ccc(O)cc3O)c1)C2	-0.9
Cc1ccc2c(c1)CC(O)c1ccccc1S2 (stereo unspecified)	-1.1
COc1cccc(C=Nc2cc([N+](=O)[O-])ccc2F)c1O	5.7

Other records
SMILES	RBX1-CUL1 inh
CCOC(=O)/C(N)=N/NS(=O)(=O)c1ccc(C)cc1	-0.8
CC(Oc1ccc(F)cc1)C(=O)NCC1(N(C)C)CCCCC1 (stereo unspecified)	-2.8
Cc1ccc(NC(=S)NC(=O)C2CCC2)cc1C	6.1
CCOC1=NC(C(F)(F)F)(C(F)(F)F)N=C(N2CCOCC2)O1	1.8
C=C(C)CNCc1ccc(OCC(O)CN2CCC(C(=O)OC)CC2)cc1 (stereo unspecified)	-2.1
N#CC1C(=N)Oc2n[nH]c(-c3ccc(-c4ccccc4)cc3)c2C1c1cccc(C(F)(F)F)c1 (stereo unspecified)	-1.0
CCN(CC)c1ccc(N2C(=O)/C(=C/c3ccc(O)c(OC)c3)SC2=S)cc1	4.0
CCc1noc(C)c1C(=O)Nc1sc(C(C)C)cc1C(=O)OC	1.2
CCOC(=O)c1ccc(NC(=O)CSc2ccc(-c3ccccn3)nn2)cc1	10.3
COc1ccc(-c2[nH]nc3c2C(c2ccc(OC)c(CSC4=NCCS4)c2)C(C#N)C(=N)O3)cc1 (stereo unspecified)	13.8
COc1ccc(-c2nc(C3CC(=O)N(Cc4ccc(C)cc4)C3)[nH]c2C)cc1 (stereo unspecified)	6.8
CCn1c(=S)n(N)c2ccccc21	-2.1
C/C=C/Cn1c(=O)c2c(nc3n2CC(C)=NN3CCC(C)C)n(C)c1=O	-0.5
COCC(=O)N1CCC(Oc2ccc(C(=O)NCc3ccccc3Cl)cc2)CC1	4.3
Cc1cc(F)ccc1NC(=O)Cn1nc(N2CCN(c3ccccc3)CC2)ccc1=O	-1.9
O=C(Nc1ccc(Br)cc1)C1CCCC1	-3.7
CCOC(=O)C(CC)n1nnc2sc(-c3ccccc3)cc2c1=O (stereo unspecified)	1.4
CCCc1cc2c(=O)c(-c3ccc4c(c3)OCCCO4)coc2cc1OS(C)(=O)=O	3.7
